PPC-1+TRAIL kill – kills PPC-1 cancer cells in the presence of TRAIL | PPC-1 cells + TRAIL, ATPLite viability luminescence | cell killing (% activity), % at 4 µM | hit rate 0.41% among 220,000 | AID 1443;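 active = cell killing above 50% in the first pass at 4 µM, then a duplicate retest at 5 µM averaging 50% or more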;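 note: plate controls were cells with TRAIL plus DMSO for no effect and medium-only wells lacking cells for full effect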
Furin inh – blocks human furin protease activity. hit rate 0.061% among 220,000. AID 463115. inhibition, % at 30 µM. purified furin, fluorogenic substrate cleavage. P09958; in the data active = inhibition above about 25%; note: inactives centre near -15
TRPML3 ag – activates the human TRPML3 channel | hit rate 0.29% among 220,000 | HEK293 TRPML3-YFP, Fluo-8 calcium fluorescence; 100% = the carbachol control signal | activation, % at 3 µM;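 active = activation above its plate's cutoff, the mean activation of the plate's test wells plus 3 SD, cut at about 12% in these data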;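 note: 0% = DMSO only wells and 100% = carbachol wells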
Target sequence (Q8TDD5 whole entry, looked up): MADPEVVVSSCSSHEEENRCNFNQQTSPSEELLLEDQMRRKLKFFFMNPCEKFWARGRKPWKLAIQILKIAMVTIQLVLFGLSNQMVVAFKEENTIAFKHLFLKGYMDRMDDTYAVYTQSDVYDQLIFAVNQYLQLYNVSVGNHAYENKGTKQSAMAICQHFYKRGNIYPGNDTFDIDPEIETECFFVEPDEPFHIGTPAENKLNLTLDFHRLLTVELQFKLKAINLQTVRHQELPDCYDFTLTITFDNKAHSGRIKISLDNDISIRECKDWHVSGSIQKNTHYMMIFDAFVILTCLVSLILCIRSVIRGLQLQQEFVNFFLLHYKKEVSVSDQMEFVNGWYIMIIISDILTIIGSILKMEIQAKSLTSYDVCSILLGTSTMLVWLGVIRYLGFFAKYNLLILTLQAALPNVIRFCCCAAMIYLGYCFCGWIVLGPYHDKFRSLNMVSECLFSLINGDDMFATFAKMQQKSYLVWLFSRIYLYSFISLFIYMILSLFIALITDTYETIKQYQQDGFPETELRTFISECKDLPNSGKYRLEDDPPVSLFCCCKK
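Test system – HEK293 line with stable expression of human TRPML3-YFP channel · Control set – carbachol 87 µM final as high control (100%), DMSO as low control (0%) · Signal – Fluo-8 calcium dye fluorescence, ex 470-495, em 515-575 nm · Incubation – 1-h 37 °C dye load, 5-s basal, 120-s post-compound reads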
TbHK1 inh – blocks Trypanosoma brucei hexokinase 1 activity. recombinant TbHK1, G6PDH-coupled NADH A340. inhibition, % at 10 µM. hit rate 0.11% among 220,000. AID 1430;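 active = inhibition of 50% or more in the single-dose primary screen; inactive = inhibition below 50%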
thrombin 1536 – thrombin (human) inhibition; P00734; alpha-thrombin, Boc-VPR-AMC fluorogenic substrate cleavage; inhibition, % at 5 µM; hit rate 0.26% among 220,000; AID 1046;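 active = inhibition at or above 40%; inactive = inhibition below 40%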;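 note: 0% = enzyme with no compound and 100% = wells without enzyme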
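System: Human alpha-thrombin protein | Medium: pH 7.5 Tris (50 mM) with NaCl 150 mM, Tween 20 0.05% | Times: Enzyme reaction carried out at room temperature | Detection: AMC fluorescence, 355/460 nm | Evaluation: Percent inhibition scaled between no-compound controls and no-enzyme blanks | Benchmarks: Enzyme without compound as high, wells lacking enzyme as low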
zfTRPN1 agonist – zebrafish TRPN1 (NompC) channel agonism; HEK293 zebrafish TRPN1-YFP, Fluo-8 calcium fluorescence; 100% = response to 87 µM carbachol; activation, % at 3 µM; hit rate 0.18% among 220,000; AID 1424;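 active = activation above its plate's cutoff, the mean activation of test wells on that plate plus 3 SD, cut at about 19% in these data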;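 note: 0% = DMSO alone and 100% = 87 µM carbachol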
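Material – zebrafish TRPN1-YFP in HEK293 cells · Doses – 3 µM single point · Schedule – dye 1 h 37 °C plus 30 min RT · Signal – Fluo-8 calcium fluorescence, excitation 470-495 nm, emission 515-575 nm · Read-out – % activation versus carbachol response · Control set – carbachol high, DMSO low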
EBV gp42 block – blocks Epstein-Barr virus glycoprotein 42 binding. Fluorescence polarization binding assay, mP read-out. inhibition, % (tested at 21.74 µM). hit rate 0.42% among 220,000; in the data active = inhibition above about 50%
Target sequence (Q1HVG2 whole entry, looked up): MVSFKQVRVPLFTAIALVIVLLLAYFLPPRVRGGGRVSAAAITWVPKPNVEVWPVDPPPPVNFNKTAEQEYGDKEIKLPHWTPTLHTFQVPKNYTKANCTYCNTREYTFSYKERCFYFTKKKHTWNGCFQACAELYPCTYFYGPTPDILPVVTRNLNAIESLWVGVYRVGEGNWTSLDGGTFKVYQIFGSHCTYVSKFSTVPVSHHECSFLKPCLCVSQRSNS
Calpain2 inh – inhibitors of pig calpain II; AID 1236; hit rate 0.37% among 220,000; inhibition, % at 16 µM; purified calpain II, fluorogenic peptide substrate, 30 min;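 active = inhibition above about 50%, limit read from the data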
Cl transport mod – KCC2 (human) Cl- transport modulation. Q9H2X9. KCC2 cells, thallium flux FluoZin-2 fluorescence. B-score of Tl+ flux slope (higher = more flux/activation; lower = inhibition) at 10 µM. hit rate 2.2% among 190,000;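 active = thallium flux slope and its plate-corrected score both differing from the plate sample mean at a set confidence after two filtering rounds, in either direction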;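 note: slope of fluorescence scaled to starting intensity during 10 to 20 s after thallium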
* marks the source's active call; other numbers are inactive results; · = no result given; [ ] = another dose, or the depositor's remark. This is a random part of the collection; about 3.6% have a hit in one of these screens.

#	canonical_smiles	PPC-1+TRAIL kill	Furin inh	TRPML3 ag	TbHK1 inh	thrombin 1536	zfTRPN1 agonist	EBV gp42 block	Calpain2 inh	Cl transport mod
1	COc1ccccc1N1CCN(C(=O)CCc2c[nH]c3ccccc23)CC1	-7.8	-15.7	0.5	7.6	-3.2	-0.2	-1.6	16.5	-1.43
2	O=C(NCc1ccco1)/C(=C/c1cccnc1)NC(=O)c1ccco1	-4.2	-13.6[20 µM]	-0.2	0.8	-4.4	-0.6	-0.3	4.6	·
3	Cc1cccc(-n2ccnc2SCC(=O)N2CCCc3ccccc32)c1C	11.7	2.9	-0.5	-3.3	-3.9	-0.6	-0.8	31.4	0.332
4	Cc1onc(-c2ccccc2)c1C(=O)N/N=C/C(Br)=C/c1ccccc1	16.4	-4.1	-0.5	-8.8	-4.0	-0.5	1.0	28.8	-0.235
5	O=C(CCCOc1ccccc1)N1CCN(c2ccc(F)cc2)CC1	7.7	-6.2[20 µM]	0.4	-5.8	2.2	-1.8	-3.5	-29.4	-0.979
6	CS(=O)(=O)n1nc(OC(=O)c2cccs2)cc1N	1.7	-25.5	0.4	-4.2	14.6	0.0	-9.9	29.6	0.0103
7	COC(=O)c1cc(OC)c(OC)cc1NC(=S)N1CCCC1	7.2	-20.5	-0.3	-19.7	-1.9	0.1	-5.7	1.9	0.121
8	CN(CCO)CCC(=O)NC1(C)CS(=O)(=O)CC1S(=O)(=O)O (centres undefined)	-15.8	-30.2	0.9	-2.6	-3.9	1.4	-13.7	-12.5	1.15
9	O=C(Nc1c2c(nc3ccccc13)CCCC2)c1ccccc1Cl	-7.3	-15.6	0.1	1.0	9.3	-0.9	-4.8	31.4	0.119
10	O=C(O)C1C2CCC(C2)C1C(=O)NCc1ccccn1 (centres undefined)	-9.2	-25.2	0.2	1.6	-5.8	-0.3	-13.0	24.8	0.0617
11	C=CCNC(=O)c1ccc(-c2nc(-c3ccccc3)cs2)cc1	11.7	-14.4[20 µM]	-0.2	1.3	-1.0	-1.3	-15.4	-17.7	·
12	O=C(NCc1ccc2c(c1)OCO2)C1CCC(=O)N1C1CCCC1 (centres undefined)	-4.5	-14.8	0.8	3.6	-0.5	0.1	-7.4	-15.8	0.56
13	CCC(C)N(CC(=O)Nc1cccc(C)c1C)C(=O)CCl (centres undefined)	8.9	-20.6	-0.4	9.0	2.5	-0.4	-7.9	39.9	0.551
14	COC(=O)c1c(C(=O)OC)c(-c2ccc(C)cc2)n2c1CS(=O)C2 (centres undefined)	-10.8	-10.1[20 µM]	0.7	-3.6	-5.4	-1.1	7.4	-22.6	0.228
15	C=C(C)CN1CCN(c2ccc(N3C(=O)CCCC3=O)cc2[N+](=O)[O-])CC1	0.9	-31.2	0.2	-4.2	-3.6	2.6	-16.8	-13.1	-0.0275
16	O=C(Nc1ccc(N2CCOCC2)cc1)C1CC(=O)N(c2ccc(Cl)cc2)C1 (centres undefined)	0.7	-27.4	0.5	-6.7	-3.4	-1.1	-0.9	-26.8	0.335
17	CCOCCOc1nc2c(c(=O)n(C)c(=O)n2C)n1CCc1ccccc1	15.5	-20.3[20 µM]	0.4	3.0	4.3	-0.8	-20.5	-3.8	-0.403
18	COCCn1c(SCc2cc(C(C)=O)ccc2OC)nc2cc(Cl)ccc2c1=O	1.4	-8.6	1.1	-6.0	-1.9	0.3	4.7	-4.0	0.373
19	Cc1ccc2c(c1)C=CC(C)(C)S2=O (centres undefined)	18.4	-16.8	0.3	-3.3	-5.9	-0.3	-0.3	15.8	0.122
20	CCC(Sc1nc(C)cc(=O)[nH]1)C(=O)Nc1nc2c(s1)CCCC2 (centres undefined)	43.3	-34.4	0.2	-1.0	3.2	0.9	-12.8	12.5	-1.98
21	CCOC(=O)NC(NCc1ccccc1Cl)(C(F)(F)F)C(F)(F)F	18.6	-12.7[20 µM]	0.9	-0.3	-5.8	-0.1	-11.6	-25.5	-1.09
22	CC/S(C)=N/S(=O)(=O)c1ccc(C)cc1 (centres undefined)	9.0	-14.6	0.1	-2.3	-5.7	1.5	-11.7	20.9	2.35
23	NCCCNC(=O)c1ccc(/C=N/O)nc1	10.4	-19.2	0.3	1.2	-5.3	-1.3	-12.2	-12.1	-0.368
24	COc1cc(/C=N/OCC(=O)Nc2cc(C)on2)ccc1OCc1ccccc1	15.9	6.7	0.8	35.3	-8.0	7.6	-6.0	35.0	-2.34
25	COc1ccccc1NC(=O)CSc1nnc(COc2ccccc2OC)n1C	17.8	-3.3	-0.5	-2.5	5.0	-0.1	-11.2	-18.9	·
26	O=C(CSc1cccc[n+]1[O-])Nc1ccc2c(c1)OCCO2	3.0	-1.0	0.0	3.7	-0.7	0.3	-4.8	-22.9	-0.0594
27	NCCCC[C@H]1CNC(=O)C(=O)N1CCc1cc(C(F)(F)F)cc(C(F)(F)F)c1	-8.3	-19.4	·	5.9	-10.1	·	-4.9	-3.4	0.462
28	CCOC(=O)C1CCCN(Cc2nc(C3CC3)no2)C1 (centres undefined)	2.0	-9.6	-0.3	-9.7	-2.4	0.8	-13.3	9.2	0.567
29	Cn1c(CN2CCCC2)nc2cc(NC(=O)C3CCCCC3)ccc21	13.3	-8.4[20 µM]	0.3	0.7	1.0	0.0	·	·	0.0324
30	Cc1cccc(/C=N/n2c(C)nnc2C)c1	4.2	-15.7[20 µM]	0.0	5.3	4.7	1.0	-15.1	8.3	0.521

Record cards, from the list above:
O=C(Nc1ccc(N2CCOCC2)cc1)C1CC(=O)N(c2ccc(Cl)cc2)C1 (centres undefined) is listed with PPC-1+TRAIL kill = 0.7; Furin inh = -27.4; TRPML3 ag = 0.5; TbHK1 inh = -6.7; thrombin 1536 = -3.4; zfTRPN1 agonist = -1.1; EBV gp42 block = -0.9; Calpain2 inh = -26.8; Cl transport mod = 0.335
O=C(Nc1c2c(nc3ccccc13)CCCC2)c1ccccc1Cl is listed with PPC-1+TRAIL kill = -7.3; Furin inh = -15.6; TRPML3 ag = 0.1; TbHK1 inh = 1.0; thrombin 1536 = 9.3; zfTRPN1 agonist = -0.9; EBV gp42 block = -4.8; Calpain2 inh = 31.4; Cl transport mod = 0.119

The listing continues:
#	canonical_smiles	PPC-1+TRAIL kill	Furin inh	TRPML3 ag	TbHK1 inh	thrombin 1536	zfTRPN1 agonist	EBV gp42 block	Calpain2 inh	Cl transport mod
31	CCCCN1CC(O)=C(c2nc(-c3ccc(Cl)cc3)cs2)C1=N	7.0	-18.2[20 µM]	1.0	-12.2	-1.5	-0.5	-1.6	21.2	·
32	c1ccc(Cn2nnnc2CN2CCN(c3ncccn3)CC2)cc1	4.9	-21.7[20 µM]	0.2	1.2	-8.1	-1.1	-14.9	23.9	0.088
33	COc1ccc(C(=O)Nc2ccccc2C(N)=O)cc1	32.5	-21.3[20 µM]	0.2	6.2	-1.5	-0.7	-2.1	-5.5	·
34	Cc1cc(C(=O)COC(=O)c2ccc3c(c2)OCO3)c(C)n1CC1CCCO1 (centres undefined)	32.2	-26.4	1.9	-1.7	-5.7	1.0	-20.0	-6.5	-1.09
35	CCN1C(=O)/C(=c2/s/c(=C3\SC(C)=C(C)N3CC)c(=O)n2CC)N(c2ccccc2)C1=S	·	-13.1[20 µM]	0.7	-0.5	·	-0.7	·	·	0.753
36	CCc1ccc(C(=O)CSc2ncn[nH]2)cc1	-3.5	-13.6	-0.5	15.9	-4.2	-1.3	-8.2	-48.2	0.543
37	CC(=O)c1c(C)[nH]c(C(=O)N2c3ccccc3CC2C)c1C (centres undefined)	13.1	-8.2	-0.1	-14.7	-7.8	0.8	-17.7	-12.9	-0.412
38	Cc1cccc(Oc2ncnc(N)c2[N+](=O)[O-])c1C	6.1	-18.2	-0.3	-10.4	-7.8	-0.7	0.4	3.8	0.505
39	CCOC(=O)C1CCCN(C(=O)c2cc(-c3ccc(F)cc3)nc3ccccc23)C1 (centres undefined)	22.4	-15.0	0.6	-7.6	·	-0.5	1.0	-1.2	-0.0294
40	CCC1(c2ccccc2)NC(=O)N(CC#N)C1=O (centres undefined)	29.0	-32.0	0.4	0.6	-8.9	-1.2	-11.0	3.6	-0.346
41	COc1ccc(OC)c(NC(=S)NCc2ccccc2OC)c1	20.9	-22.2	-0.2	-3.1	-5.3	-1.4	1.3	-23.0	-0.849
42	Cc1csc2nc(CSc3nc4ccccc4o3)cn12	10.9	-17.1[20 µM]	0.4	3.9	5.0	-0.1	-5.2	13.9	-1.22
43	CCN(CC)S(=O)(=O)c1cc(C)ccc1SC	-13.6	-21.8	0.1	-4.5	-3.6	-1.9	-8.8	-0.1	-0.196
44	Cc1oc2nc(SCCCC(=O)NCCO)nc(N)c2c1C	-4.8	0.0	0.2	5.7	2.7	0.5	1.8	15.4	-1.09
45	CCOc1ccc(C(=O)NCC(=O)OCC(=O)N2CCCCC2)cc1	21.9	-10.2[20 µM]	0.7	-2.7	-2.5	0.3	-10.8	-30.3	0.472
46	c1coc(Cn2c(SCc3nc4ccccc4[nH]3)nnc2-c2cnccn2)c1	-10.9	-32.6	0.0	5.0	2.2	3.1	22.3	-5.4	-0.0642
47	O=C(OCc1ccc([N+](=O)[O-])cc1)c1ccc(N2CCCC2)c([N+](=O)[O-])c1	21.8	-13.2	0.6	-7.8	-13.4	-0.5	3.5	15.8	1.66
48	C=CCSC1=C(C#N)C(c2cccc(OC)c2)CC(=O)N1 (centres undefined)	-6.7	-11.7[20 µM]	0.9	1.9	2.5	-0.4	-3.3	-1.9	1.85
49	COc1ccc(CCNC(=O)Cc2ccc3c(c2)OCO3)cc1OC	14.8	-26.2	0.8	-3.3	-2.7	0.8	-8.5	3.8	0.613
50	CSc1nc(N)nc(SCC(=O)c2ccc(C)cc2)c1C#N	25.9	-18.7	0.3	-9.4	-8.0	1.0	-22.0	6.4	0.439
51	COc1ccc(CNC(=O)C(c2ccc(C)cc2)N(Cc2cccs2)C(=O)c2ccc3c(c2)OCCO3)cc1 (centres undefined)	-6.7	-2.3[20 µM]	0.1	-1.2	2.7	1.2	-10.1	-73.4	-0.584
52	CN(C)CCOC(=O)c1ccc2[nH]c3c(c2c1)CSCC3	-4.2	-19.9	0.3	-3.6	0.3	-0.6	-6.1	9.4	0.508

Bioassay records as filed in PubChem.
